Bioassay records: PubChem, National Center for Advancing Translational Sciences (NCATS)
Pol eta inh – blocks human DNA polymerase eta activity; Q9Y253; AID 588591; recombinant Pol eta, fluorescent DNA replication assay; Potency, µM (top dose mostly 114 µM), without a hit: at the highest dose activity change, negative = inhibition, actives largely listed as inhibitors; 390,000 compounds, 1.2% hits; further: potency means the concentration at half of the fitted maximal effect; on the % scale 0 is the no-effect control and ±100 the full control effect
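Fluorescent replication assay: 50 nM final substrate added after a 15 min room-temperature compound preincubation with 10 nM enzyme. Signal taken at 0 min and again at 10 min.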
POLI inh – blocks human DNA polymerase iota activity; 390,000 compounds, 1% hits; Potency, µM (series often up to 115 µM), inactives show at the highest dose activity, negative = inhibition, actives largely listed as inhibitors; Pol iota fluorescent replication assay, 10 min; further: potency means the concentration at half of the fitted maximal effect
Target sequence (Q9UNA4 whole entry, looked up): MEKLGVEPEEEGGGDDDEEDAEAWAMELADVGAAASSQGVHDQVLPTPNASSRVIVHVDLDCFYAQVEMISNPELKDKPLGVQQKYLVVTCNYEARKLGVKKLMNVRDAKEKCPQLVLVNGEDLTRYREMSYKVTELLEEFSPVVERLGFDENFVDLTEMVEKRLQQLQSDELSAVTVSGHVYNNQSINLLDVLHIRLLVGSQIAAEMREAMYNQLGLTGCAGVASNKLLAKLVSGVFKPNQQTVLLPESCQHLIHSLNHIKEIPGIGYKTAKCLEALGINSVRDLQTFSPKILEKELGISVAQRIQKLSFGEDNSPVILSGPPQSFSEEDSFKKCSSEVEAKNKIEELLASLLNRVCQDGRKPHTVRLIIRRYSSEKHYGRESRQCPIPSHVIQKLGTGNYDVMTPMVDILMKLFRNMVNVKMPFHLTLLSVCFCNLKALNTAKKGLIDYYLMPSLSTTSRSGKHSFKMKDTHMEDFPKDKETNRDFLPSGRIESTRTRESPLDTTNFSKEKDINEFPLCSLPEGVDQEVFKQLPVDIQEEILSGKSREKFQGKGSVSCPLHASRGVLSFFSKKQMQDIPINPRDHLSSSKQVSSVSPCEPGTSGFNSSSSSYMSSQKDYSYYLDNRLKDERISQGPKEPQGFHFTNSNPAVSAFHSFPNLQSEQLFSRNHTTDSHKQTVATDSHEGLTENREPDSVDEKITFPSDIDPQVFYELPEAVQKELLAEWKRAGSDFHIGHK
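Fluorescent replication assay read twice, at 0 min and 10 min after adding 50 nM (final) substrate. Enzyme (10 nM) and compounds were first incubated 15 min at room temperature; enzyme-free buffer wells were negative controls.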
LDHA inh – inhibitors of human lactate dehydrogenase A; P00338; purified LDHA, NADH/diaphorase-resazurin fluorescence; stronger effect = lower value; activity change, % (values are at about 110 or 230 µM); 480,000 compounds, 0.15% hits; in the data active means activity change below about -30%; inconclusive means mostly about -25% to -30%;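 further: plate controls were DMSO wells for no effect and wells without enzyme for full effect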
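LDH5 2 nM; NADH 0.06 mM, pyruvate 0.2 mM; 200 mM Tris pH 7.4, EDTA, Tween-20; 5 min RT. Detection: diaphorase 0.133 mg/mL + resazurin 37 µM, fluorescence ex540/em590 at 0 and 20 min; normalized to enzyme-free and DMSO wells.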
GRP78 ERSR act – ER stress response induction in glioma; U87-MG GRP78 promoter luciferase reporter, 16 h; Potency, µM, for the others: at the highest dose activation, usual class: activators; 420,000 compounds, 0.02% hits; further: potency means the concentration at half of the fitted maximal effect; series mostly up to about 76 µM; % of control where 0% means no effect; nearly all actives have a fitted effect of over 35% in size
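Stably transfected U87-MG glioma cells carrying a GRP78-based luciferase sensor; 16 h compound incubation. Luminescence end-point read 10 min after Bright-Glo addition at room temperature.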
Anesthetic bind – binds horse apoferritin like a general anesthetic; P02791; apoferritin/1-aminoanthracene competitive binding, fluorescence; Potency, µM (titrated, usually from 77.5 µM), for the others: at the highest dose activity change, negative = displacement, hits mostly inhibitors; 350,000 compounds, 0.074% hits; AID 485281; further: potency means the concentration at half of the fitted maximal effect; on the % scale 0 is the no-effect control and ±100 the full control effect; nearly all actives have a fitted effect of over 20% in size
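Read-out: endpoint 1-AMA fluorescence, excitation 380 nm and emission 535 nm, after compounds sit 10 min at room temperature with 10 uM horse-spleen apoferritin in 50% saturated 1-AMA/PBS. Values come from four-parameter Hill fits.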
POLB inh – DNA polymerase beta (human) inhibition; 340,000 compounds, 1.3% hits; AID 485314; Potency, µM (titrated, usually from 114 µM), for inactives: at the top dose activity change, negative = inhibition, actives largely listed as inhibitors; P06746; Pol beta primer extension/strand displacement, fluorescence kinetic; further: potency means the concentration at half of the fitted maximal effect; on the % scale 0 is the no-effect control and ±100 the full control effect
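Pol beta (10 nM) and compounds were preincubated 15 min at room temperature, then 50 nM substrate (final) started primer extension/strand displacement. Reads were taken at 0 and 10 min; concentration-response data were fitted to a four-parameter Hill equation.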
APE1 inh – APE1 (human) endonuclease inhibition. Potency, µM (titrated, usually from 65.8 µM), for the others: top-dose activity change, negative = inhibition, usual class: inhibitors. AID 2517. 350,000 compounds, 0.35% hits. P27695. recombinant APE1, TAMRA/BHQ-2 abasic DNA cleavage fluorescence;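 further: potency means the concentration at half of the fitted maximal effect; plate controls were vehicle for no effect and reference inhibitor for full effect; nearly all actives have a fitted effect of over 55% in size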
Target sequence (P27695 whole entry, looked up): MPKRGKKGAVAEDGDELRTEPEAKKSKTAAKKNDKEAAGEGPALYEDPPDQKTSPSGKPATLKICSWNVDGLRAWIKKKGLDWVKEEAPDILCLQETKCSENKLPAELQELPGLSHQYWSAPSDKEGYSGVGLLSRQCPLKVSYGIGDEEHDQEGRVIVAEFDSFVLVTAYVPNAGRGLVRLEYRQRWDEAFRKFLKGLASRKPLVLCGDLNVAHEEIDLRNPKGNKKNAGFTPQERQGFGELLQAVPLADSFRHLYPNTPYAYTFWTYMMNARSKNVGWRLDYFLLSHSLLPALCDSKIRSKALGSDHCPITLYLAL
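Enzyme (0.75 nM final) and test compound are incubated 15 min at room temperature before adding 50 nM quenched THF abasic-site duplex. Cleavage dequenches TAMRA, followed at 525/598 nm over three reads one minute apart.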
BLM inh – inhibitors of human Bloom syndrome helicase BLM. AID 2528. Potency, µM (series often up to 56.1 µM), without a hit: top-dose activity change, negative = inhibition, most hits filed as inhibitors. recombinant BLM DNA unwinding, fluorescence dequenching. 350,000 compounds, 0.2% hits;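 further: potency means the concentration at half of the fitted maximal effect; plate controls were vehicle for no effect and no enzyme for full effect; nearly all actives have a fitted effect of over 35% in size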
POLK inh – inhibitors of human DNA polymerase kappa. AID 588579. Potency, µM (series often up to 107 µM), for the others: at the top dose activity, negative = inhibition, usual class: inhibitors. 400,000 compounds, 0.53% hits. purified Pol kappa, fluorescent DNA synthesis assay, 10 min; further: potency means the concentration at half of the fitted maximal effect; on the % scale 0 is the no-effect control and ±100 the full control effect
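Enzyme at 10 nM met test compounds for 15 min at room temperature. Substrate addition (50 nM final) began the reaction, which was monitored by fluorescence at 0 and 10 min.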
* = called active by the depositor; ? = inconclusive; . = no result given; & = joins results of further samples; [ ] = dose if it differs, or a comment. Unless noted, the call rests on the fitted dose curve; in most records, active means well fitted curve in the direction sought with a large enough effect; inconclusive means small, poorly fitted or top-dose-only effect, or another doubt; inactive means no such curve, though single readings can be large; an effect the other way counts as inactive or inconclusive. Some of the compounds tested. The share of hits here may be higher or lower than overall.

Values run as follows: POLK inh | GRP78 ERSR act | Anesthetic bind | POLB inh | LDHA inh | APE1 inh | BLM inh | POLI inh | Pol eta inh
COc1ccc(C2NN=C(c3c[nH]c4ccccc34)C2O)cc1 (configuration not stated)
 : -1.2% | 9.1% | -11.6% | -1.0% | 0.6 | 34.1% | -7.3% | -20.2% | 4.1%
CC1CCN(c2ccc(NC(=O)c3ccc(Br)o3)cc2)CC1
 : -12.0% | -2.5% | -8.1% | 6.4% | -3.9 | 15.3% | -2.7% | 44.2%[activator] | -24.2%
CC(C(=O)NCCc1nc2ccccc2[nH]1)n1cc([N+](=O)[O-])cn1 (configuration not stated)
 : -24.9% | -4.3% | -5.0% | -5.7% | -4.2 | 4.9% | -0.4% | 24.8% | 0.2%
C[C@H](O)[C@@H]1C(=O)N2CCc3ccc(N4CCOCC4)cc3[C@@H]2C[C@@H]1N(C)C(=O)Nc1ccccc1
 : 11.6% | -0.7% | . | . | 8.4 | . | . | -12.5% | -13.1%
Cc1nn(Cc2ccc(Cl)c(Cl)c2)c(C)c1NC(=O)c1cn(-c2ccccc2)nc1-c1ccccc1
 : 0.4% | -5.5% | -8.0% | -4.6% | 1.5 | -1.5% | -8.9% | -0.2% | -10.1%
O=C(c1cc(F)ccc1F)C1CCCN(C(=O)c2ccc(F)cc2Cl)C1 (configuration not stated)
 : 5.6% | -4.9% | ? | -17.1% | -8.4 | 2.9% | -3.6% | 44.1%[activator] | -9.4%
COc1cc2oc(=O)cc(-c3ccc(-c4ccc(OC(F)(F)F)cc4)cc3)c2c(OC)c1OC
 : -11.0% | 2.2%&3.3% | ? | . | -2.7 | -26.6%&-1.7% | -11.5%[75.6 µM] | -5.0% | -5.7%
C[C@@H]1C=C(C(=O)NC2CC2)O[C@H](OCc2ccc(CO)cc2)C1
 : 5.9% | -1.9% | -3.4% | 1.1% | 0.2 | -0.8% | -0.2% | 50.8%[activator] | -4.4%
CC[C@@H]1C(c2ccccc2)=NN(c2ccccc2)[C@H]1C(=O)N1CCOC1=O
 : ? | -2.9%&-1.3% | 200.4%[activator][110 µM] | . | 4.5 | 22.2%&-0.7% | -3.3%[75.6 µM] | 0.7% | -16.2%
COc1ccc(C(=O)NCC(c2cccnc2)N2CCN(c3ccc(F)cc3)CC2)cc1OC (configuration not stated)
 : 8.4% | -1.5% | 1.0% | 28.9% | -1.4 | -0.2% | 6.2% | 2.6% | -11.0%
COc1oc(-c2ccccc2)nc1C(F)(F)F
 : -5.9% | -3.0% | 11.0% | 18.1% | -4.0 | 5.7% | 1.3% | 12.9% | -5.1%
CC(C)C(NC(=O)c1ccco1)C(=O)OCC(=O)c1ccccc1 (configuration not stated)
 : 1.8% | 7.5% | -9.7% | ? | -5.9 | 26.9% | 1.1% | 24.5% | -2.7%
COc1cc(CC(=O)NNC(=O)c2cc(C)oc2C)cc(OC)c1OC
 : 0.3% | -3.4% | -8.0% | 0.7% | -4.6 | 4.5% | -1.6% | 15.6% | -7.2%
COc1cc(/C=C2/C(=O)N(c3ccccc3)N=C2C)ccc1OS(=O)(=O)c1ccccc1
 : . | . | -16.1% | 8.0% | . | 5.5% | -15.4% | . | .
O=C(CN1CCN(CCN2C(=O)c3cccc4cccc(c34)C2=O)CC1)c1ccc(Cl)cc1
 : . | . | -20.2% | -7.0% | . | 0.4% | 41.2%[activator] | . | .
COc1ccc(/C=C/C(=O)Nc2ccc(-c3nnc4n3CCCCC4)cc2)c(OC)c1
 : -11.8% | -3.6% | 3.2% | 0.2% | 0.4 | 5.5% | -1.3% | -5.9% | ?
CCC(c1nnc(SCC(=O)Nc2ccc(C(N)=O)cc2)n1Cc1ccccc1)N(C)C (configuration not stated)
 : -13.3% | -1.2% | -5.6% | 6.0% | 2.4 | -11.7% | -0.5% | -15.3% | -8.1%
COC(=O)C1=C(SC)N(c2ccc(OC)cc2)C(c2ccccc2)CC1=O (configuration not stated)
 : -2.0% | -0.6% | -11.7% | 10.2% | -2.0 | -7.5% | 6.1% | 1.2% | -7.5%
COC(=O)CCC(=O)OC1(C)C(=O)C=C2C=C(C3CC3)N(C3CCCCC3)C=C2C1=O (configuration not stated)
 : -13.3% | -3.8% | 8.1% | 11.7% | 0.9 | -2.9%[12.4 µM] | -5.3%[12.4 µM] | ? | -9.1%
COc1ccc(S(=O)(=O)NCC2CCCN(Cc3cccc(C(C)=O)c3)C2)cc1 (configuration not stated)
 : -12.3% | -3.5% | -11.7% | 45.2%[activator] | -10.5 | 0.8% | 2.1% | -4.5% | -0.9%
COc1cc(-c2nnc(COC(=O)c3ccc(C)o3)o2)cc(OC)c1OC
 : -27.4% | -3.2% | . | . | -3.6 | 23.8µM* | . | ? | ?
Cc1ccc(-c2csc(Cc3nc(-c4ccc5c(c4)CCC(=O)N5)cs3)n2)cc1
 : -10.5% | 2.5% | -2.7% | 1.5% | -7.6 | 44.4% | -5.2% | 46.4%[activator] | -17.5%
O=C(NCCOc1cccc2cccnc12)c1cccs1
 : -2.3% | 0.8% | -8.7% | 20.3% | -7.4 | -3.7% | 0.5% | 26.4% | -9.0%
C/C(=N\NC(=O)c1ccc(F)cc1)c1ccc(NC(=O)Cc2ccccc2)cc1
 : -5.6% | -1.8% | -5.7% | 18.0% | -0.1 | 15.2% | -3.3% | -8.2% | -17.4%
COC(=O)c1cccc(Nc2ncnc3sccc23)c1
 : 8.5% | 0.2% | -6.0% | 1.2% | -2.0 | -1.0% | 2.0% | -14.0% | -15.6%
COc1cc(-c2noc(C)c2C(=O)NCCO)cc(OC)c1OC
 : 14.8%&14.5% | 1.7%&-0.7% | -7.2% | -1.9% | 7.1 | -0.6% | 0.1% | 11.1%&-2.2% | -1.9%
CCOCCn1c(COc2ccc(C)cc2)nc2ccccc21
 : -8.6% | 4.3% | 6.5% | 35.4% | 1.0 | 17.0% | 3.4% | 27.4% | -24.2%
O=C(N/N=C/c1cc(Br)cc(Cl)c1O)c1ccc2c(c1)OCO2
 : 4.9% | -2.2% | . | . | -31.9* | . | . | 91.1%[activator] | -18.5%
Cc1cccc(N2CC(C(=O)Nc3nnc(SCC(=O)Nc4cc(C)on4)s3)CC2=O)c1 (configuration not stated)
 : -0.7% | -3.5% | 2.4% | ? | -11.8 | 3.0% | -5.6% | ? | -2.9%
COC(=O)CNC(=O)c1cn(-c2ccc(C)c(C)c2)c(=O)c2ccccc12
 : -4.4% | -1.9% | -3.7% | 1.3% | -3.7 | 71.1%[activator] | -2.8% | 8.4% | ?
CCN(CC)CCNC(=O)C(=O)NCC1OCCN1S(=O)(=O)c1ccc(Cl)cc1 (configuration not stated)
 : -28.1% | -3.5% | -8.7% | 1.7% | -4.5 | -10.6% | 2.4% | 19.2% | -4.9%
COc1ccccc1OCC(=O)Nc1nonc1NC(=O)COc1ccccc1OC
 : -0.6% | -3.6% | 1.6% | -24.2% | -5.5 | -0.4% | 0.9% | 12.3% | -9.1%
Cc1cc(C)c2c(n1)SCC(=O)N2CC(=O)NCCC1=CCCCC1
 : -2.5% | -0.5% | -0.4% | -0.4% | -0.1 | 17.1% | 4.9% | 22.4% | -9.7%
O=C1CSC(=Nc2cc(Cl)ccc2Cl)N1
 : -0.4% | -2.2% | -3.8% | -22.7% | 4.2 | 3.1% | -4.9% | 12.9% | -5.8%
Cc1cc(=O)oc2cc(OCC(=O)NCCCN3CCOCC3)c(Cl)cc12
 : -7.3% | 0.7% | -3.0% | 22.9% | -1.3 | 30.8% | -2.5% | 13.7% | -1.7%
CC1=CC(=O)CC(C)(C)C1(O)/C=C/C(C)=C\C(=O)O (configuration not stated)
 : -5.1%[19.4 µM] | -2.2%&-1.9% | . | . | . | -13.6%&0.0%&3.5% | 0.5%&-12.1% | . | .
Cc1cccc(-c2nc(S(=O)(=O)c3ccc(Cl)cc3)c(N3CCCCCC3)o2)c1
 : -0.6% | -4.3% | 105.3%[activator] | 4.1% | -2.4 | . | -4.2% | 26.2% | -12.7%
O=[N+]([O-])c1ccc(NC(=S)N/C(=N/CS(=O)(=O)c2ccccc2)c2ccccc2)cc1
 : -4.1% | 6.7% | ? | 23.9% | -5.2 | 0.8% | -2.3% | -1.3% | -19.4%
CCCCCN1C(C(=O)c2ccccc2)=C(NC(=O)c2ccc(OC)c(OC)c2)c2ccccc2S1(=O)=O
 : -5.3% | -4.2% | 97.7%[activator] | -1.1% | 1.3 | . | -9.4% | -12.0% | -1.0%
Cc1ccc(NC(=S)N2CCC(N(C)CC3CCCO3)CC2)c(C)c1 (configuration not stated)
 : -3.2% | -0.4% | -14.4% | 2.3% | -7.4 | 8.6% | -5.4% | 32.1%[activator] | -9.5%
Cc1cc(=O)n2[nH]c(SCc3c(F)cccc3Cl)nc2n1
 : -5.0% | -0.4% | . | . | -0.3 | . | . | 112.5%[activator] | -5.4%
CCCOc1ccc(C(CC(=O)O)NC(=O)Cc2ccccc2)cc1 (configuration not stated)
 : -15.7% | -2.1% | -4.5% | 13.4% | -4.9 | 28.1% | -2.3% | 0.5% | -1.9%
CCn1c(CCNC(=O)c2ccco2)nc2ccccc21
 : 1.4% | -1.3% | 0.7% | 51.1% | -5.0 | 2.8%[12.4 µM] | 1.4% | 20.5% | -5.2%
COc1ccc(C(=O)NCc2nnc(SCC(=O)Nc3ccccc3OC)o2)cc1
 : -12.4% | 0.4% | -6.0% | -3.6% | -2.1 | 11.0% | -1.1% | 72.6%[activator] | -14.1%
CC(=O)N1c2ccc(S(=O)(=O)N3CCCCCC3)cc2CC1C(=O)NCc1ccccc1F (configuration not stated)
 : -9.9%[60.1 µM] | -2.4% | 60.7%[activator] | 4.1% | -13.5 | . | -6.0% | -11.0% | 1.8%
CCN=c1sc2ccccc2n1CC(O)COc1ccccc1 (configuration not stated)
 : -18.5% | -2.6% | -8.9% | -20.4% | 0.6 | -0.8% | -9.6% | -12.9% | -13.7%
O=C(Cc1ccc(F)cc1)NCc1ccc2c(c1)CCN2C(=O)c1ccc(F)cc1
 : -2.9%[60.1 µM] | -3.6% | -4.0% | -21.1% | 3.5 | . | -3.9% | 2.6% | -19.1%
